# HIV RNase H inh: blocks HIV-1 RNase H cleavage of RNA/DNA duplex | inhibition, % at 10 µM | AID 565 | RT-RNase H RNA/DNA duplex cleavage, fluorescence | 65,000 compounds, 1.9% hits | P04585; in the data active = inhibition above about 50%
# RmlC RmlD mix: RmlC/RmlD inhibition, mixture screen | RmlC/RmlD coupled enzyme inhibition, 384-well mixture HTS | inhibition, % at 5.5 µM | 110,000 compounds, 0.39% hits | AID 1532; in the data active = inhibition above about 30%, passing the limit was not always enough; inconclusive = no clear call, values can overlap the other calls; also: strong numbers were not always called active
# * marks the source's active call; other numbers are inactive results; ? = inconclusive; . = not tested or not shown. This is a subset (hit frequency here may not be typical).
# The first four compounds as a preview:
SMILES,HIV RNase H inh,RmlC RmlD mix
COC(=O)CSc1nc(-c2ccccc2)nc2ccc(F)cc12,.,4
CCCCc1cc(=O)oc2c(CN3CCCC3)c(O)c(Cl)cc12,-9,124*
c1ccc(-n2c(-c3ccncc3)nnc2-c2cccs2)cc1,-10,-13
CCCCC(=O)Nc1ccc(C(=O)NNC(=O)CCc2ccccc2)cc1,.,-11

# Main list, previewed entries included:
SMILES,HIV RNase H inh,RmlC RmlD mix
COC(=O)CSc1nc(-c2ccccc2)nc2ccc(F)cc12,.,4
CCCCc1cc(=O)oc2c(CN3CCCC3)c(O)c(Cl)cc12,-9,124*
c1ccc(-n2c(-c3ccncc3)nnc2-c2cccs2)cc1,-10,-13
CCCCC(=O)Nc1ccc(C(=O)NNC(=O)CCc2ccccc2)cc1,.,-11
CCOC(=O)c1oc2ccccc2c1NC(=O)c1ccc(S(=O)(=O)N(C)C)cc1,-7,-10
Cc1ccc(CSc2ncnc3c2cnn3Cc2ccccc2)cc1,.,-14
COC(=O)C1=C(C)N=c2s/c(=C/c3cccs3)c(=O)n2C1c1cccs1 (stereo unspecified),-6,-4
CCCc1nc2ccccc2c(C(=O)OC2CCOC2=O)c1CC (stereo unspecified),-8,6
CC(=O)c1cccc(NC(=O)CCS(=O)(=O)c2cccc3nsnc23)c1,.,6
CCSc1nnc(-c2cccc(S(=O)(=O)N(C)C)c2)n1-c1cc(OC)ccc1OC,5,-8
Cn1c(=O)c2c(nc(N3CCOCC3)n2CCCNC2=NCCCCC2)n(C)c1=O,.,6
COc1cccc(C2CC(c3ccccc3C)n3nc(N)nc3N2)c1 (stereo unspecified),-2,13
CCc1ccc2oc(=O)cc(CN3CCOCC3)c2c1,-8,7
CNc1oc(-c2ccccc2Cl)nc1C#N,-26,7
O=C(O)CSC12CC3CC(C1)CC(C(=O)O)(C3)C2,-2,-2
COC(=O)c1cnn(C(=O)c2cc(OC)ccc2Br)c1N,8,-8
COc1cc(-c2nc(-c3ccc4c(c3)-c3ccccc3S4(=O)=O)c(-c3ccccc3)[nH]2)cc(OC)c1OC,.,-40
O=C(CN1CCCC1)Nc1ccc(NC(=O)Nc2ccccc2Cl)cc1,-11,5
CCN(CC)CCCN1C(=O)C(=O)/C(=C(/O)c2c(C)nc3ccccn23)C1c1ccc(C)o1 (stereo unspecified),-8,.
O=C(Nc1ccc(Cl)cc1)NC1CCCc2ccccc21 (stereo unspecified),.,-8
c1coc(CNc2c3c(nc4ccccc24)CCC3)c1,-10,16
CCC1(CC)Cc2ccccc2-c2nc(NCCO)[nH]c(=O)c21,.,29
COC(=O)C1=C(C)NC(=O)CC1c1ccc(F)c(Br)c1 (stereo unspecified),-64,7
Cc1ccc(C)c(Cn2nnc3c(=O)[nH]c(C4CCCN(C(=O)C5CCCCC5)C4)nc32)c1 (stereo unspecified),-11,-58
CC(=O)Nc1ccc(OC(=O)c2cccs2)cc1,3,-25
N#Cc1c(N2CCCC(O)C2)nc(N)c2c(N)nc3c(c12)CC(=O)N3C12CC3CC(CC(C3)C1)C2 (stereo unspecified),.,-21
Cc1cc(NC(=O)CSc2nnc(COc3ccccc3)n2Cc2ccco2)no1,17,6
CC(OC(=O)c1nsc(Cl)c1Cl)C(=O)NCc1cccs1 (stereo unspecified),-5,-44
COC(=O)C1=C(COc2ccc(F)cc2)NC(=O)NC1c1ccc(C)cc1C (stereo unspecified),.,-7
O=C(COC(=O)c1ccccc1)NCC1CCCO1 (stereo unspecified),-28,-4
O=C(CSc1cc(Cl)ccc1Cl)NCC1CCCO1 (stereo unspecified),-18,7
CC(=O)c1ccc(N2CCN(c3ccc(S(=O)(=O)N4CCN(C)CC4)cn3)CC2)cc1,.,-13
CCOc1ccc(C(=O)/C=C/c2ccccc2C(F)(F)F)cc1,.,-10
CCOC(=O)C1CCN(C(=O)Cn2cccc2C(=O)c2ccccc2)CC1,.,9
O=C(NC1CCCC1)c1cccnc1N1CCCCCC1,3,-7
CCOC(=O)c1oc2ccccc2c1CSc1nnc(-c2ccco2)o1,-11,-17
CC1(C)CC(=O)c2cc(OCC(=O)NCCN3CCOCC3)ccc2O1,.,-19
O=C(Nc1ccc(C#Cc2ccccc2)cc1)C1CC1,.,-7
COc1ccc(-n2c(SCC(=O)NCC3CCCO3)nc3ccccc32)cc1 (stereo unspecified),.,-7
Cn1c(=O)cc(OCC(=O)N2CCCc3ccccc32)c2ccccc21,-35,3
CN(C)S(=O)(=O)c1ccc(C(=O)N2CCN=C2SCc2cccnc2)cc1,-3,-10
O=C(CC(NS(=O)(=O)c1ccc(Cl)cc1)c1ccco1)NCc1cccnc1 (stereo unspecified),-9,7
O=C(CN(Cc1ccccc1)S(=O)(=O)c1ccc2c(c1)OCCO2)N/N=C/c1ccc(F)cc1,.,-11
Nc1ccccc1SCC(=O)Nc1ccc(N2CCOCC2)cc1,.,-11
CCCNC(=O)C1CC(=O)N(c2ccc(OCC(=O)Nc3cc(C)cc(C)c3)cc2)C1 (stereo unspecified),-3,-13
CCN1CCN(C(=O)C2CCN(C(=O)c3cc4sccc4n3CC)CC2)CC1,-5,9
Cc1ccc2nc3c(c(C(=O)O)c2c1)CCC3,-3,-8
Cc1csc(NC(=O)CSc2ncn(-c3ccccc3)n2)n1,.,-6
Clc1ccc(-n2nnnc2-c2cnc(-c3ccncc3)nc2-c2cccs2)cc1,.,-16
CCOC(=O)c1c(NC(=O)CN2CCOCC2)sc2c1CCCC2=O,-21,-7
COC(=O)c1ccccc1NC(=O)Oc1ccc(F)cc1,.,-15
Cc1c(NC(=O)NC(=O)c2ccc(F)cc2)c(=O)n(-c2ccccc2)n1C,3,-9
CCOC(=O)Cc1csc(NC(=O)CSc2nnc(C)n2C)n1,-6,2
c1coc(-c2ncc[nH]2)c1,5,-20
CCN=C1S/C(=C\c2ccc(Sc3ccc(Cl)cc3)o2)C(=O)N1CC,.,-6
N#CC1=C(N)OC2=C(C(=O)CCC2)C1c1ccsc1 (stereo unspecified),-7,0
COC(=O)C1C2c3ccccc3OC1(C)N=c1s/c(=C/c3cnn(C)c3)c(=O)n12 (stereo unspecified),-5,2
O=C(NCc1nc2ccccc2[nH]1)C1=C[C@H](c2ccccc2)C[C@H](OCc2ccc(CO)cc2)O1,.,-8
CN1C(C(=O)NCc2cccc(Br)c2)CC2Cn3c(nc4ccccc43)C21 (stereo unspecified),.,6
COc1cc(C2CC(=O)n3c(nc4ccccc43)S2)cc(OC)c1OC (stereo unspecified),.,-15

# Quoted at random: 6 compounds from above.
SMILES,HIV RNase H inh,RmlC RmlD mix
CCN1CCN(C(=O)C2CCN(C(=O)c3cc4sccc4n3CC)CC2)CC1,-5,9
Clc1ccc(-n2nnnc2-c2cnc(-c3ccncc3)nc2-c2cccs2)cc1,.,-16
COC(=O)c1ccccc1NC(=O)Oc1ccc(F)cc1,.,-15
CCN=C1S/C(=C\c2ccc(Sc3ccc(Cl)cc3)o2)C(=O)N1CC,.,-6
c1coc(-c2ncc[nH]2)c1,5,-20
CCOC(=O)c1c(NC(=O)CN2CCOCC2)sc2c1CCCC2=O,-21,-7

# In the list so far, these have bromine.
SMILES,HIV RNase H inh,RmlC RmlD mix
COC(=O)c1cnn(C(=O)c2cc(OC)ccc2Br)c1N,8,-8
COC(=O)C1=C(C)NC(=O)CC1c1ccc(F)c(Br)c1 (stereo unspecified),-64,7
CN1C(C(=O)NCc2cccc(Br)c2)CC2Cn3c(nc4ccccc43)C21 (stereo unspecified),.,6

# (more compounds)
SMILES,HIV RNase H inh,RmlC RmlD mix
COC(=O)[C@H](C)NC(=O)Nc1ccccc1F,-5,1
Cc1cc(O)c(C=Nc2cccc(Cl)c2)c(=O)o1,-22,8
COc1ccccc1Nc1nc(N)nc(CN2CCCCCC2)n1,5,10
O=C(c1ccccc1)c1cc(-c2ccccc2)on1,-14,2
Brc1ccc(-c2nc3ncccn3c2Nc2ccc3c(c2)OCCO3)o1,.,-11
CCCCN(CCCC)S(=O)(=O)c1ccc(SCC(=O)OCC)c([N+](=O)[O-])c1,.,-7
Cc1noc(NS(=O)(=O)c2ccc(N3CC(O)=C(c4ccccc4)C3=N)cc2)c1C,-3,7
CC(C)C(C(=O)C=[N+]=[N-])N1C(=O)c2ccccc2C1=O (stereo unspecified),-7,6
CC1(C)[C@H](C(=O)O)N2C(=O)C[C@H]2S1(=O)=O,.,-9
C=CCN1c2ccccc2[C@]23C[C@@H](C(=O)OC)N(C(=O)NC4CCCC4)C2=NC(C(=O)OC)=C(C(=O)OC)[C@H]13,.,9
Cc1cc(NC(=O)c2ccc(Br)c(S(=O)(=O)N3CCCC3)c2)no1,-4,-9
Cn1c(OCc2cccnc2)nc2c1c(=O)n(Cc1ccccc1)c(=O)n2C,8,-11
Cc1ccccc1S(=O)(=O)c1c(C)cc(C)n(C(C)C)c1=O,.,-2
COc1cc(O)c(C(CCN2CCOCC2)c2ccc3c(c2)OCO3)c(OC)c1 (stereo unspecified),.,-12
CCOC(=O)c1ccc(NCc2nc3ccccc3[nH]2)cc1,-2,6
Cn1c(CNC(=O)Nc2ccccc2Cl)nnc1SCc1ccccc1,-9,-13
Cc1ccc2nc3c(cc2c1)CC1(C(=O)N(C)C(=O)N(C)C1=O)C1CCCCN31 (stereo unspecified),-4,8
COc1ccc(C2=NOC(C(=O)Nc3cc(Br)ccc3O)C2)cc1OC (stereo unspecified),20,4
O=C(Nc1ccon1)c1csc2ccccc12,-5,9
Cn1c(SCC(=O)NCc2ccccc2)nc2ccccc21,-15,.
Cc1ccc(S(=O)(=O)N2CCC(N3CCCCCC3)CC2)cc1,0,11
CN1CCN(C(=O)c2ccc(CS(=O)(=O)c3c(Cl)cccc3Cl)o2)CC1,-10,0
O=C(CSc1n[nH]c(-c2cccs2)n1)N1CCCc2ccccc21,.,-9
COC(CCN(C)C)(c1ccccc1)c1ccccc1,-9,3
COc1ccc(/C=N/NS(=O)(=O)c2ccc(C)cc2)cc1OC(=O)c1ccc(C)cc1,.,-4
Cc1ccc2[nH]c3c(NCc4ccco4)ncnc3c2c1,6,?
CSC1=N/C(=C\c2ccc(Br)o2)C(=O)S1,.,8
OCCN1CCN(C(=S)c2ccc(Cl)c(Cl)c2)CC1,93*,5
O=C(C1CCC1)N1CCc2cc(S(=O)(=O)NC3CCCc4ccccc43)ccc21 (stereo unspecified),.,-1
CC(C)(C)c1nc2scc(-c3ccc(Cl)cc3)c2c(=O)o1,.,-1
COc1ccc(CCNc2nc(C)cc(=O)[nH]2)cc1OC,.,-16
COc1ccc(OC)c(NC(=O)CCN2CCN(Cc3ccccc3)CC2)c1,-17,1
O=C(O)C(CCCCN1C(=O)c2ccccc2C1=O)N1C(=O)c2ccccc2C1=O (stereo unspecified),-12,-12
CC(=O)NC(Cc1c[nH]c2ccccc12)C(=O)O (stereo unspecified),.,-4
COc1ccc(C2CCCN2C(=O)c2cccs2)cc1 (stereo unspecified),-7,-9
O=C(Oc1cccc2cccnc12)c1cccc(-n2cnnn2)c1,-3,6
CCN(CC(F)(F)C(F)F)S(=O)(=O)c1ccc(NC(=O)OC)cc1,-10,-10
O=S(=O)(c1cccc(-c2nc3ccccc3s2)c1)N1CCCC1,-24,19
COc1ccc(CNC(=O)c2ccc(N3CCC4(CC3)CC(c3ccc(Cl)cc3)=NO4)c(NC(=O)c3ccccc3)c2)cc1,.,-16
Brc1ccc(CSc2nnc(Cc3c[nH]c4ccccc34)o2)cc1,-111,.
Cc1ccc(-c2noc(CCC(=O)N(C)c3ccccc3C)n2)cc1,-5,6
COc1cccc2c1OC[C@@H](CO)[C@H]2N(C)C(=O)Nc1ccc(Cl)cc1,.,12
O=C(Nc1ccccc1Cl)c1ccccc1Oc1ccc(C(F)(F)F)cc1[N+](=O)[O-],.,-1
COc1cc2c(cc1OC)C(/C(C#N)=N\O)=NC(C)(C)C2,-1,1
Cc1ccc(NC(=O)CS(=O)CC(=O)Nc2cccc(C)c2C)cc1F (stereo unspecified),-10,8
Cc1ccc(C)c(NC(=O)c2nc(-c3ccccc3)n(-c3ccccc3)n2)c1,.,6
CCCn1nnnc1SCC(=O)N1CCCc2ccccc21,.,7
c1cc2nnnn2nc1N1CCCCC1,-8,-24
CNC(=O)Nc1cccc(NC(=O)NC)n1,-12,.
CCn1c(CSc2nc3ccccc3s2)n[nH]c1=S,.,2
O=C1C2CCCN2c2ccc(S(=O)(=O)N3CCOCC3)cc2N1Cc1ccccc1F (stereo unspecified),.,4
COC(=O)C1CCN(C(=O)C(C)Oc2ccc(Cl)cc2Cl)CC1 (stereo unspecified),-10,-9
CCC(Sc1nnc(C)s1)C(=O)Nc1nccs1 (stereo unspecified),-6,-12
Cc1ccnc(SCC(=O)N2CCN(c3cccc(Cl)c3)CC2)n1,-6,3
COc1ccc(Nc2oc(COc3ccc(OC)cc3)nc2C#N)cc1,.,-11
Cc1cc(-c2c(C)n([O-])c(C)c(C)[n+]2=O)ccc1F,-14,0
COc1ccccc1CC1/C(=N/O)C2CCN1CC2 (stereo unspecified),10,-7
O=C(Nc1nc(-c2ccccn2)cs1)C1CC1,-6,-12
COc1ccc(C(=O)C2CCN(C(=O)c3ccc(C)cc3)CC2)cc1,.,19
Cc1cc(=O)oc(C)c1C(=O)OCC(=O)c1ccccc1,-22,12
CC1(C)CC(=O)C=C(NC2CCCCCCC2)C1,.,-6
CN1CCN(Cc2nc(N)nc(Nc3ccc4c(c3)OCCO4)n2)CC1,-2,0

# Complete entries, quoted from the list.
# Listed for O=C1C2CCCN2c2ccc(S(=O)(=O)N3CCOCC3)cc2N1Cc1ccccc1F (stereo unspecified) = HIV RNase H inh = .; RmlC RmlD mix = 4
# Listed for CN1CCN(Cc2nc(N)nc(Nc3ccc4c(c3)OCCO4)n2)CC1 = HIV RNase H inh = -2; RmlC RmlD mix = 0
# Listed for COc1ccccc1CC1/C(=N/O)C2CCN1CC2 (stereo unspecified) = HIV RNase H inh = 10; RmlC RmlD mix = -7

# Screens as filed in PubChem.
